BLM inh = qHTS Assay for Inhibitors of Bloom's syndrome helicase (BLM) | RecQ-like DNA helicase BLM (Homo sapiens), P54132 | recombinant BLM DNA unwinding, fluorescence dequenching | Potency, µM (highest dose often 56.1 µM), without a hit: top-dose activity change, negative = inhibition, actives largely listed as inhibitors | 350,000 compounds, 0.2% hits | AID 2528, 2010;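 note: plate controls were vehicle for no effect and no enzyme for full effect; nearly all actives have a fitted effect of over 35% in size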
Target sequence (P54132 whole entry, looked up): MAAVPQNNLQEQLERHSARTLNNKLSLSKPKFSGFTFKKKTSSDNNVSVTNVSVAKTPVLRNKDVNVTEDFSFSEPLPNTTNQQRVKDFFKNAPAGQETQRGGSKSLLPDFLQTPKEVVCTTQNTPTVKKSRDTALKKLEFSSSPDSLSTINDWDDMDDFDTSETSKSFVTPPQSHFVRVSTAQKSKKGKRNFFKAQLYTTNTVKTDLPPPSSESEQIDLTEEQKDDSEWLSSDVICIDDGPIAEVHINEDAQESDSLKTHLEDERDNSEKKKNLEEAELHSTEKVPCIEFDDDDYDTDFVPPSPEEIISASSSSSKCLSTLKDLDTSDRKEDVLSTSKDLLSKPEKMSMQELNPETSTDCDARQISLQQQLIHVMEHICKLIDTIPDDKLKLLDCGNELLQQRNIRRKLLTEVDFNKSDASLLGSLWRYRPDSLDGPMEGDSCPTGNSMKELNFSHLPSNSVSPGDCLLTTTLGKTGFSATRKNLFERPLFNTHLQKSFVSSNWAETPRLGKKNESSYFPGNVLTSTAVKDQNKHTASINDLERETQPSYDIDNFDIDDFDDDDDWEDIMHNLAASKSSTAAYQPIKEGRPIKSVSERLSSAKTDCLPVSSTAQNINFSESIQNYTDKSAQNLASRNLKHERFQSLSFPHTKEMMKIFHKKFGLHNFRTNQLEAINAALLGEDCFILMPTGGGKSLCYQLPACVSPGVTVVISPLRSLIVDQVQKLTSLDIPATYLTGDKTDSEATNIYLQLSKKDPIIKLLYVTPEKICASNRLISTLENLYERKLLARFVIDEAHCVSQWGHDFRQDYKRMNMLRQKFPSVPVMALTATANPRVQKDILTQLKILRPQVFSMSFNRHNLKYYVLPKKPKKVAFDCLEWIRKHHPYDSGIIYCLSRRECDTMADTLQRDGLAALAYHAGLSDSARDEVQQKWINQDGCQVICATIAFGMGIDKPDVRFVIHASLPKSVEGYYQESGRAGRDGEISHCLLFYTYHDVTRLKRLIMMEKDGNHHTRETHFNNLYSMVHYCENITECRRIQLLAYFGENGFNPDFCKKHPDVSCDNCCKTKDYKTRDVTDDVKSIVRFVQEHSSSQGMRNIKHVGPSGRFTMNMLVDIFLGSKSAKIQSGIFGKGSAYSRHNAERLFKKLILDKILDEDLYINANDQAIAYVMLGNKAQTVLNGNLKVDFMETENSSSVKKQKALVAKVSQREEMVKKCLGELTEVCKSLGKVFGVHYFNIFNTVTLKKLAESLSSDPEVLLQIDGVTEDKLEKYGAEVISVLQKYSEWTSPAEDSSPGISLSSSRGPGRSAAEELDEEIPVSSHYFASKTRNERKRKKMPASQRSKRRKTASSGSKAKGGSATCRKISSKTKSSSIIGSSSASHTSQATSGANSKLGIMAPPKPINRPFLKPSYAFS
BAZ2B inh = qHTS Assay for Inhibitors of BAZ2B | Potency, µM (series often up to 114 µM), without a hit: at the top dose activity change, negative = inhibition, hits mostly inhibitors | Bromodomain adjacent to zinc finger domain protein 2B (Homo sapiens), Q9UIF8 | 360,000 compounds, 4.4% hits | AID 504333, 2011 | AlphaScreen BAZ2B-H3K14Ac peptide displacement; note: nearly all actives have a fitted effect of over 60% in size
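AlphaScreen displacement: compounds (up to 110uM) incubated 30 min at room temperature with a preformed 50 nM BAZ2B/50 nM biotinylated H3K14Ac peptide complex in PBS pH 7.4 with Tween-20. Donor and acceptor beads at 10 ug/mL final added, 20 min light-protected before reading.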
G9a block = qHTS Assay for Inhibitors of Histone Lysine Methyltransferase G9a | Histone-lysine N-methyltransferase EHMT2 (Homo sapiens), Q96KQ7 | G9a H3K9 monomethylation, AlphaScreen, 2 h | Potency, µM (highest dose often 102 µM), for the others: at the highest dose activity, negative = inhibition, hits mostly inhibitors | 350,000 compounds, 8.8% hits; note: nearly all actives have a fitted effect of over 75% in size
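Enzyme 20 nM + cpd, 15 min RT; add b-H3K9 pep 500 nM / SAM 20 uM; 2 h RT; anti-H3K9me1 Ab 0.5 ug/mL + SA donor / anti-rabbit acceptor beads 20 ug/mL each, 10 min; AlphaScreen read.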
The depositor's hits bear a star; ? = inconclusive; [ ] = another dose, or the depositor's remark. Calls come from the whole dose curve; as a rule, active = well fitted curve in the direction sought with a large enough effect; inconclusive = small, poorly fitted or top-dose-only effect, or another doubt; inactive = no such curve, though single readings can be large; an effect the other way counts as inactive or inconclusive. Unless noted, % is set by controls: 0 for no effect and ±100 for the full control effect; potency is the fitted concentration of half-maximal effect. A portion of the library. The share of hits here may be higher or lower than overall.

BLM inh | G9a block | BAZ2B inh | SMILES
1% | 147%[activator][59 µM] | 126%[activator] | CC(=O)c1cc2c(cc1NC(=O)CCC1CCCC1)OCO2
-7% | 36%[activator][59 µM] | 1% | CCCCNC(=S)N(C)/N=C/c1sc(N2CCCCC2)nc1-c1cccs1
-6% | -9%[59 µM] | ? | Cc1cc(=O)[nH]c(N/N=C/c2cccc([N+](=O)[O-])c2)n1
1% | 22% | -28% | COc1ccc(-n2c(SCC(=O)N3CCCC3)nc3ccccc3c2=O)cc1
-25% | ? | 14µM* | O=C(O)CCCNc1cc(N2CCC3(CC2)OCCO3)c2noc3c2c1C(=O)c1ccccc1-3
-2% | ? | 14µM* | C#CCOCCOCCOCCNc1nc(N2CCN(C(=O)[C@H](CCC(=O)O)n3cc(C(N)CO)nn3)CC2)nc(N2CCN(C(=O)[C@H](CCC(=O)O)n3cc(C(N)CO)nn3)CC2)n1 (some centres not stated)
-2% | ? | 35µM* | CCNC(=S)N/N=C(\C)c1ccc2ccccc2c1
-4% | 10%[59 µM] | 7% | O=C(Nc1nc2ccccc2c2nc3ccccc3n12)c1ccc(F)cc1
-5% | 7%[59 µM] | -24% | COc1ccc(CNC(=O)C2CCN(C(=O)[C@@H](CC(C)C)NC(=O)OC(C)(C)C)CC2)cc1
3% | -17%[59 µM] | 2% | CCN1CCN(CC(=O)Nc2c(C(=O)OC)[nH]c3cccc(Cl)c23)CC1
-13% | -31%[59 µM] | -29% | COc1ccc(NC(=S)Nc2ccc(C)c(S(=O)(=O)N3CCCCC3)c2)cc1
-1% | 28µM* | ? | O=C(CNC1CCCCCC1)Nc1ccc(N2CCCC2)cc1
-7% | 50µM* | ? | C=CCc1cccc([C@@H]2[C@@H](C)CC[C@H]3C(=O)N4[C@@H](c5cc(OC)c(OC)c(OC)c5)c5[nH]c6ccccc6c5C[C@H]4C(=O)N23)c1
0% | ? | -5% | Cc1cc(C)cc(NC(=O)Cn2cc3c(n2)CCCCC3)c1
-2% | 14%[59 µM] | 8% | Cc1cc(C)cc(NC(=O)COc2ccc3c(C)c(Cc4ccccc4)c(=O)oc3c2)c1
-9% | 6%[59 µM] | -3% | Cc1cc(C)c2[nH]c(O)c(N=NC(=O)c3cc4c(s3)CCCC4)c2c1
0% | 8% | 1% | COC(=O)c1cc(Br)c(=O)n(-c2ccc(C(C)=O)cc2)c1
-6% | 5% | -28% | O=[N+]([O-])c1cccc(NC(=S)Nc2nc(-c3ccc(Cl)cc3Cl)cs2)c1
-2% | 0% | -3% | O=C(CSc1nnc(-c2ccc3c(c2)OCCO3)o1)NC1CCCCC1
2% | 20%[59 µM] | 3% | CCN(CC)C(=O)c1sc(NC(=O)c2ccc(OC)c([N+](=O)[O-])c2)c(C#N)c1C
0% | 4%[12.7 µM] | 11% | COc1ccc(S(=O)(=O)N2CCN(c3nc4ccccc4nc3-n3nc(C)cc3C)CC2)cc1
-2% | -21%[59 µM] | 4% | O=C1c2ccccc2C(=O)C12OC(c1ccccc1)C1(C(=O)c3ccccc3C1=O)C2c1cccc([N+](=O)[O-])c1 (configuration not stated)
4% | 45µM* | -11% | C=CCN=Cc1sc2ccc(OCC)cc2c1O
-3% | 14µM* | -26% | CCOC(=O)N1CCN(C(=O)c2cn(CC)c3cc(N4CCN(C)CC4)c(F)cc3c2=O)CC1
-5% | 32µM* | 3% | Cc1ccc(CNC(=O)C2=CCN(S(=O)(=O)c3ccc(C)cc3)CC2)cc1
-7% | -10% | -3% | COc1c(N2CCN(C(=S)Nc3ccccc3)C(C)C2)c(F)cc2c(=O)c(C(=O)O)cn(C3CC3)c12 (configuration not stated)
1% | 1.3µM* | 22µM* | O=c1[nH]c(=S)[nH]c2[nH]c(=S)[nH]c12
-2% | 9% | -4% | Brc1cccc(/C=N/Nc2nc(N3CCCCC3)nc(N3CCCCC3)n2)c1
0% | 4% | 0% | Cc1nc2cc(-c3ccc(F)cc3)nn2c(N2CCOCC2)c1C
-13% | 15% | 7% | Cc1ccccc1C(=O)N=c1c(C#N)cc2c(=O)n3cccc(C)c3nc2n1Cc1ccco1
-5% | 22%[59 µM] | -2% | Cc1ccc(S(=O)(=O)N2CCCCC2)cc1NC(=O)c1ccc2c(=O)n3c(nc2c1)CCCCC3
-1% | -9% | 1% | CC(=O)Nc1ccccc1C(=O)C(=O)Nc1cccc(C(=O)NCc2ccc(C)cc2)c1
2% | -5%[59 µM] | -5% | CCn1c(=O)c(C(=O)Nc2ccsc2C(=O)OC)c(O)c2ccccc21
-4% | 10%[59 µM] | -3% | COCCn1c(=NC(=O)c2ccc3c(c2)OCO3)c(C#N)cc2c(=O)n3cccc(C)c3nc21
-2% | -5% | -7% | COc1ccc(NC(=O)c2ccc(Cl)c(NC(=O)c3ccncc3)c2)cc1
7% | ? | ? | CCn1cc(C(=O)O)c(=O)c2cnc(N3CCN(C(=O)Nc4cccc5ccccc45)CC3)nc21
0% | ? | 4% | COc1ccc(C2c3c(oc4ccc(C)cc4c3=O)C(=O)N2c2cc(C)ccn2)cc1OC (configuration not stated)
1% | 45µM* | 56µM* | COCCNC(=O)CNC(c1ccccc1)c1ccccc1
-1% | 3%[59 µM] | 1% | O=C(Cc1ccccc1)NC(=S)Nc1ccc2oc(-c3ccccc3)nc2c1
-1% | -1%[59 µM] | -2% | COc1ccc(C2CC(C(F)(F)F)n3nc(C(=O)Nc4c(C)n(C)n(-c5ccccc5)c4=O)c(Cl)c3N2)cc1 (configuration not stated)
-2% | 18%[59 µM] | 3% | c1ccc2oc(-c3ccc(Nc4nc(N5CCCCC5)nc(N5CCOCC5)n4)cc3)nc2c1
0% | 11% | -33% | Cc1cc(C)nc(Nc2ncn[nH]2)n1
-5% | 31%[59 µM] | 14% | CCCCC(CC)CNC(=O)/C=C/c1ccc(F)cc1 (configuration not stated)
-4% | -46%[59 µM] | -2% | CC1CNc2c(cccc2S(=O)(=O)N[C@@H](CCCN=C(N)N)C(=O)N2CC[C@@H](C)C[C@@H]2C(=O)O)C1 (some centres not stated)
3% | 1µM* | 50µM* | COc1ccc(OC)c(CCNC(=O)Cn2sc3nc(C)cc(C)c3c2=O)c1
-18% | -29% | 18% | CC(C)Oc1cccc(-c2cc(C(=O)N3CCN(c4ncccn4)CC3)c3ccccc3n2)c1
-3% | -7% | 3% | O=C1CN(c2nc(-c3ccccc3)c3cc(Br)ccc3n2)c2ccccc2N1
-3% | 3%[59 µM] | -1% | Cc1cccc(NC(=O)C(=O)NCCCc2ccccc2)c1
3% | 50µM* | -8% | CCn1nc(C)c(/C=C2\CCCC3=C2OC(N)=C(C#N)C3c2c(C)nn(CC)c2C)c1C (configuration not stated)
-4% | ? | -38% | C/C(=N\Nc1ccc(S(=O)(=O)Nc2ccccc2)cc1[N+](=O)[O-])c1ccncc1

An excerpt from above in order of number of heavy atoms, lowest first:
BLM inh | G9a block | BAZ2B inh | SMILES
1% | 1.3µM* | 22µM* | O=c1[nH]c(=S)[nH]c2[nH]c(=S)[nH]c12
-1% | 3%[59 µM] | 1% | O=C(Cc1ccccc1)NC(=S)Nc1ccc2oc(-c3ccccc3)nc2c1
-7% | -10% | -3% | COc1c(N2CCN(C(=S)Nc3ccccc3)C(C)C2)c(F)cc2c(=O)c(C(=O)O)cn(C3CC3)c12 (configuration not stated)

Next compounds.
BLM inh | G9a block | BAZ2B inh | SMILES
0% | 25% | -34% | COc1cccc(C(=O)NN2CC(O)=C(c3nc4ccccc4n3C)C2=N)c1
1% | ? | 2% | COc1ccc(C(=O)Oc2ccc(C(=S)N3CCCC3)cc2)cc1OC
-5% | 50µM* | -9% | CC(=O)OC[C@H]1O[C@@H](O/N=C/[C@@H](C)[C@H](OCc2ccccc2)C(C)C)[C@H](OC(C)=O)[C@@H](OC(C)=O)[C@@H]1OC(C)=O
-5% | 16µM* | 4% | COC(=O)c1nc(NC(C)=O)n[nH]1
1% | ? | -5% | O=C(O)c1cccc(NCc2ccncc2)c1
-2% | -30%[12.7 µM] | 40µM* | C#CCOCCOCCOCCNc1nc(N2CCN(C(=O)C([C@@H](C)CC)n3cc(C(N)CO)nn3)CC2)nc(N2CCN(C(=O)[C@H](CCC(=O)O)n3cc(C(N)Cc4ccc(O)cc4)nn3)CC2)n1 (some centres not stated)
-9% | 12% | 3% | Cc1cccc(Nc2nc(N)nc(CC(=O)CSc3ccc(Cl)cc3)n2)c1
3% | 16%[12.7 µM] | -4% | COc1cc2c(=O)nc3n(c2cc1OC)C(c1ccccc1)N=C(N)N3 (configuration not stated)
4% | ? | -5% | Cn1c(C(=O)N2CCN(C3CCCCC3)CC2)cc2c(=O)n(C)c3ccccc3c21
? | 8.9µM* | -35% | COc1ccc(C2NC3=C(CCCC3)C(C#N)(C#N)C2(C#N)C#N)cc1 (configuration not stated)
5% | 19% | -19% | Cn1c(CNC(=O)c2ccccc2F)nnc1SCc1nc2ccccc2c(=O)[nH]1
-9% | -50% | -34% | Cc1ccccc1C1c2[nH]c3ccccc3c2C[C@H]2C(=O)N(C3CCN(Cc4ccccc4)CC3)CC(=O)N12 (some centres not stated)
-4% | -3%[59 µM] | ? | Cc1ccc2nc(NC(=O)C3CCCN(S(=O)(=O)c4cccc5nonc45)C3)sc2c1 (configuration not stated)
-4%[12.4 µM] | -33% | -19% | COc1cccc([C@H](O)Cn2cc(-c3ccc(CON=C(C)C)cc3)nn2)c1
-6% | -27% | 21% | CCOc1cccc(C2c3c(oc4cc(C)c(C)cc4c3=O)C(=O)N2CCCN(C)C)c1 (configuration not stated)
-3% | 24%[0.0925 µM] | 6% | O=C(N/N=C/c1c(Nc2cccc(C(F)(F)F)c2)nc2ccccn2c1=O)c1ccccc1
-1% | -27% | 3% | CCCN(CC1CC1)C(=O)CSc1nnc(-c2ccco2)n1N
0% | 25%[59 µM] | 2% | COc1ccc(CCn2c(=O)[nH]c3cc(C(=O)NCCc4ccccc4)ccc3c2=O)cc1OC
5% | 17% | -3% | O=C(Nc1ccccc1)n1ccc(-c2ccc(-n3ccnc3)cc2)n1
1% | 4% | 11% | CCOC(=O)C1CCCN(c2c(N3CCc4ccccc4C3)c(=O)c2=O)C1 (configuration not stated)
-3% | ? | -21% | FC(F)(F)c1ccccc1C1C2=C(Nc3ncnn31)c1ccccc1CCC2 (configuration not stated)
0% | -23%[12.7 µM] | 6% | O=C(c1noc2c1CCCC2)N1CCN(C(c2ccccc2)c2ccccc2)CC1
-2% | 50µM* | ? | C=CCNc1ccc(N2C(=O)C3CCC(C)CC3C2=O)cc1[N+](=O)[O-] (configuration not stated)
2% | 8%[59 µM] | 28% | CC1CCc2sc(C(=O)OC(C)C(=O)Nc3ncc(Cl)cc3Cl)cc2C1 (configuration not stated)
3% | 21%[59 µM] | 3% | COc1cc2cc(C)c3nnc(SCC(N)=O)n3c2cc1OC

Profiles as entered above:
`C#CCOCCOCCOCCNc1nc(N2CCN(C(=O)C([C@@H](C)CC)n3cc(C(N)CO)nn3)CC2)nc(N2CCN(C(=O)[C@H](CCC(=O)O)n3cc(C(N)Cc4ccc(O)cc4)nn3)CC2)n1` (some centres not stated) in the list: BLM inh: -2%; G9a block: -30%[12.7 µM]; BAZ2B inh: 40µM*
`C=CCNc1ccc(N2C(=O)C3CCC(C)CC3C2=O)cc1[N+](=O)[O-]` (configuration not stated) in the list: BLM inh: -2%; G9a block: 50µM*; BAZ2B inh: ?

(next part)
BLM inh | G9a block | BAZ2B inh | SMILES
-4% | ? | 8% | COc1cccc(CN2C(=O)C3CCCN3c3ccc(S(=O)(=O)N4CCOCC4)cc32)c1 (configuration not stated)
-12% | ? | ? | Cc1nnc(NC(=O)C2C3C=CC(O3)C2C(=O)O)s1 (configuration not stated)
3% | ? | -5% | O=C(O)CCC(NC(=O)C(Cc1ccc2c(c1)OCO2)NC(=O)c1ccccc1)C(=O)O (configuration not stated)
1% | 9%[2.33 µM] | 0% | CCOCCCn1c(=NC(=O)c2ccc(OC)c(OC)c2)c(C#N)cc2c(=O)n3cccc(C)c3nc21
-1% | 13µM* | ? | O=c1c(O[C@@H]2O[C@H](CO)[C@H](O)[C@H](O)[C@H]2O)c(-c2ccc(O)c(O)c2)oc2cc(O)cc(O)c12
-2% | ? | -1% | COc1cc(NS(=O)(=O)c2ccc(NC(=O)CSC3=NCCS3)cc2)nc(OC)n1
-8% | 30%[59 µM] | 13% | Cc1ccc(-n2c(-c3cccs3)nc3nc4ccccc4nc32)cc1
1% | -1%[12.7 µM] | 3% | O=C(c1ccccc1)c1ccc(N2CCNCC2)cc1
0% | ? | 50µM* | CCN1C(=S)N[C@@H](c2cccc(C(F)(F)F)c2)C(C(=O)OC)=C1C

Part of the list above, with values under each structure:
Results follow in this order: BLM inh, G9a block, BAZ2B inh
- Cc1ccc(-n2c(-c3cccs3)nc3nc4ccccc4nc32)cc1
  -8%, 30%[59 µM], 13%
- Cc1nnc(NC(=O)C2C3C=CC(O3)C2C(=O)O)s1 (configuration not stated)
  -12%, ?, ?

Source: PubChem
